BLM helicase inh: Bloom syndrome helicase (human) inhibition; recombinant BLM DNA unwinding, fluorescence dequenching; AID 2528; Potency, µM (titrated, usually from 56.1 µM), for the others: top-dose activity change, negative = inhibition, actives largely listed as inhibitors; 0.2% of 350,000 active; P54132;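 also: potency is read from the fitted curve at half-maximal effect; plate controls were vehicle for no effect and no enzyme for full effect; nearly all actives have a fitted effect of over 35% in size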
Apoferritin bind: candidate novel general anesthetic via apoferritin binding; P02791; apoferritin/1-aminoanthracene competitive binding, fluorescence; Potency, µM (top dose mostly 77.5 µM), for the others: at the highest dose activity change, negative = displacement, hits mostly inhibitors; 0.074% of 350,000 active; AID 485281; also: potency is read from the fitted curve at half-maximal effect; % is scaled to controls: 0 for no effect and ±100 for the full control effect; nearly all actives have a fitted effect of over 20% in size
Target sequence (P02791 2-175 limits assumed): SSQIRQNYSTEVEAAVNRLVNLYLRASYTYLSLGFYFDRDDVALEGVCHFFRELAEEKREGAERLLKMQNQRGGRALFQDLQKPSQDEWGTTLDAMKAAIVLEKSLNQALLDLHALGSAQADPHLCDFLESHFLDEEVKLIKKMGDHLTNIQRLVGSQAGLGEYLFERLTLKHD
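Apoferritin-based anesthetic binding model; compound displacement of fluorescent 1-AMA measured as endpoint fluorescence after 10 minutes at room temperature, scaled to free-ligand and complex controls.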
TRHR agonist: TRH receptor (human) agonism; P34981; TRHR cells, calcium flux fluo-8, FDSS agonist mode; activation, % at 2 µM; 0.18% of 360,000 active; AID 493084; in the data active = activation above about 30%; also: 0% is about no effect
Target sequence (P34981 whole entry, looked up): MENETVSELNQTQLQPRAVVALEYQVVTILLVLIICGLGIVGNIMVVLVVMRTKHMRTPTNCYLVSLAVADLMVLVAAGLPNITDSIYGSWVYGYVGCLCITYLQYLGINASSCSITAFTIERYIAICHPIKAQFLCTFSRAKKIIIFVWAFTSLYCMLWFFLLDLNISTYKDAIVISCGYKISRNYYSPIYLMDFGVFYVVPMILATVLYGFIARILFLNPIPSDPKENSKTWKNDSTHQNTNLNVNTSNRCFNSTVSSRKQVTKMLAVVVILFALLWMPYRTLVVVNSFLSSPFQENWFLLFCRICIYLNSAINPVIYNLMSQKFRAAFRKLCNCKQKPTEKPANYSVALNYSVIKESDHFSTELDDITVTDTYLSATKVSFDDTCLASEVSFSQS
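Read-out: compound-evoked intracellular calcium rise in TRHR cells, fluo-8 dye, kinetic FDSS fluorescence at 1 s/cycle following a 10-cycle baseline. Cells cultured overnight before dye loading (30 min–1.5 h, RT).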
Pol iota inh: DNA polymerase iota (human) inhibition | Pol iota fluorescent replication assay, 10 min | Potency, µM (top dose mostly 115 µM), inactives show at the top dose activity, negative = inhibition, most hits filed as inhibitors | 1% of 390,000 active; also: potency is read from the fitted curve at half-maximal effect
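Pol iota at 10 nM preincubated 15 min with compounds at room temperature; reaction started with fluorescent substrate, 50 nM final. Fluorescence read kinetically at 0 and 10 min; buffer-only wells as negative control.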
12-LOX inh: blocks human arachidonate 12S-lipoxygenase | P18054 | purified 12hLO, xylenol orange hydroperoxide absorbance | Potency, µM (doses to about 108 µM), inactives show at the highest dose activity change, negative = inhibition, most hits filed as inhibitors | 1.1% of 580,000 active | AID 1671190; also: potency is read from the fitted curve at half-maximal effect; % is scaled to controls: 0 for no effect and ±100 for the full control effect
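Purified human 12hLO (150 nM final) in 25 mM Hepes, 0.01% Triton X-100, pH 7.0 was preincubated 15 min at room temperature with compound. Then 40 uM arachidonic acid was added, 30 min. Hydroperoxide was read by Fe-XO absorbance ratio 573/405 nm.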
POLK inh: inhibitors of human DNA polymerase kappa | Potency, µM (series often up to 107 µM), for inactives: at the top dose activity, negative = inhibition, hits mostly inhibitors | purified Pol kappa, fluorescent DNA synthesis assay, 10 min | 0.53% of 400,000 active | AID 588579; also: potency is read from the fitted curve at half-maximal effect; % is scaled to controls: 0 for no effect and ±100 for the full control effect
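Kinetic fluorescence screen: compound preincubated 15 min RT with 10 nM enzyme; 50 nM substrate (final) initiates; reads at 0/10 min.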
APEX1 inh: APE1 (human) endonuclease inhibition | recombinant APE1, TAMRA/BHQ-2 abasic DNA cleavage fluorescence | Potency, µM (highest dose often 65.8 µM), without a hit: at the top dose activity change, negative = inhibition, usual class: inhibitors | 0.35% of 350,000 active | AID 2517;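 also: potency is read from the fitted curve at half-maximal effect; plate controls were vehicle for no effect and reference inhibitor for full effect; nearly all actives have a fitted effect of over 55% in size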
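Measures dequenching upon AP-site incision of a 5'-TAMRA/3'-BHQ-2 THF-containing duplex, 50 nM; human APE1 0.75 nM after 15 min room-temperature exposure to compound; kinetic three-point read at one-minute spacing.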
ERG-DNA inh: inhibitors of human ERG Ets domain-DNA interaction; P11308; fluorescence polarization, His-ERG Ets domain / labelled DNA; Potency, µM (top dose mostly 76.9 µM), for inactives: at the top dose FP activity, negative = inhibition, actives largely listed as inhibitors; 0.028% of 370,000 active; AID 624246; active = well fitted inhibition curve with a large enough effect in the polarisation, with a control signal flat; inconclusive = small, poorly fitted or top-dose-only effect, or effect the other way, or a change in a side signal; inactive = no such curve, though single readings can be large or run the other way; the % refers to the polarisation;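 also: polarization taken with two DNA probes labelled with fluorescein and Texas red; potency is read from the fitted curve at half-maximal effect; % of control where 0% means no effect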
Target sequence (P11308 whole entry, looked up, the tested form may be a part): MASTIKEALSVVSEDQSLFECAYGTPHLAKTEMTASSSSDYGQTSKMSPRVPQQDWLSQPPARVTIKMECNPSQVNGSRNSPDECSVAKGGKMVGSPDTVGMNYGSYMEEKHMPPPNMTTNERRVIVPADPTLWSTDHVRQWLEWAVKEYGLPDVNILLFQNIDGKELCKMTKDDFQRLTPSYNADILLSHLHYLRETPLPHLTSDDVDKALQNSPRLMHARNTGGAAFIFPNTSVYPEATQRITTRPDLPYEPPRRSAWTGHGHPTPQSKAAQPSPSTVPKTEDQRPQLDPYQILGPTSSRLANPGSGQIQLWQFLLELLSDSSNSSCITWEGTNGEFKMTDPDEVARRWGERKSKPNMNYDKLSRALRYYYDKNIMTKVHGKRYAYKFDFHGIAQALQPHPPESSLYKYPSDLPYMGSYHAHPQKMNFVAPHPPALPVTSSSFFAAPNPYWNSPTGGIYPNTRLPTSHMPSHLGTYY
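His-tagged ERG Ets domain (1 uM in the protein solution; 300mM KCl, 50mM Tris-HCl, 1mM EDTA, 1mM DTT, pH 7.5) received compound, then a probe mix of 5 nM fluorescein-DNA and 100nM Texas-615-DNA. Fluorescence polarization was read for both dyes.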
Pol beta inh: inhibitors of human DNA polymerase beta. P06746. Pol beta primer extension/strand displacement, fluorescence kinetic. Potency, µM (top dose mostly 114 µM), for the others: at the top dose activity change, negative = inhibition, usual class: inhibitors. 1.3% of 340,000 active. AID 485314; also: potency is read from the fitted curve at half-maximal effect; % is scaled to controls: 0 for no effect and ±100 for the full control effect
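Kinetic readout of DNA synthesis with strand displacement by Pol beta. Compound and 10 nM enzyme sit 15 min at room temperature; 50 nM substrate starts the reaction, read immediately and at 10 min.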
Numbers without * were called inactive; i = inactive; u = inconclusive; x = no result given; [ ] = another dose, or the depositor's remark. Unless noted, calls follow the shape of the dose curve; as a rule, active = well fitted curve in the direction sought with a large enough effect; inconclusive = small, poorly fitted or top-dose-only effect, or another doubt; inactive = no such curve, though single readings can be large; an effect the other way counts as inactive or inconclusive.

BLM helicase inh | Pol beta inh | Pol iota inh | Apoferritin bind | POLK inh | TRHR agonist | ERG-DNA inh | 12-LOX inh | APEX1 inh | Molecule
-7.6% | 1.9% | u | -5.5% | -2.5% | -1.9 | -3.4% | u | -3.0% | c1cc2c(c(NCc3ccncc3)c1)CCCC2
-0.4% | 4.6% | 17.6% | -3.4% | -3.9% | -0.1 | -2.1% | i | 4.1% | Cc1ccc(C(=O)NNC(=O)C2CCN(Cc3ccccc3)CC2)cc1
-2.4% | -5.7% | -36.4% | -21.2% | -11.4% | -0.1 | -5.9% | 0.1% | -8.1% | Cn1cccc1C(C#N)c1cccc(F)c1C#N (stereo not drawn)
-2.9% | 7.3% | 48.7%[activator] | 2.2% | 23.0% | 0.6 | 1.9% | -11.6% | 0.2% | CSc1ccccc1NC(=O)Cn1nnc(-c2ccc(S(C)(=O)=O)cc2)n1
1.0% | -5.2% | -22.2% | -19.7% | -16.8% | 0.1 | -1.1% | u | -0.7% | COc1ccc(-n2c(SC3CCOC3=O)nc3ccccc3c2=O)cc1OC (stereo not drawn)
-5.2% | 4.0% | 9.0% | -9.9% | -10.0% | 0.3 | -3.7% | 17.2% | 5.8% | O=C(Nc1ccccc1C(F)(F)F)NC1CCCCC1
2.0% | 18.8% | u | -4.9% | -3.0% | 0.8 | 5.1% | -25.5% | 14.5% | CC(CN1CCCC1)OC(=O)c1ccc(Cl)cc1Cl (stereo not drawn)
-8.1% | -0.4% | 16.5% | -10.8% | -3.7% | -0.4 | -20.6% | 0.1% | 7.6% | Cc1ccsc1/C=C1/SC(=O)N(CC(=O)N2CCCC2)C1=O
-3.9% | 11.4% | 15.7% | -2.4% | 6.9% | 2.5 | -7.8% | -26.3% | x | O=C(Nc1ccc(OC(F)(F)F)cc1)c1cc(-c2ccc(Cl)cc2)on1
-9.3% | 29.8% | 6.5% | -11.4% | -3.8% | -0.1 | 1.5% | -20.2% | x | Cc1ccc(Cn2ccn(Cc3cccc(C(F)(F)F)c3)c(=O)c2=O)cc1
0.9% | 16.1% | 17.1% | u | 3.3% | 9.2 | 3.7% | u | x | Cc1cc(C)cc(Nc2cc(C(=O)NCCCN(C)C3CCCCC3)c3ccccc3n2)c1
-2.7% | 30.4% | 89.5%[activator] | -3.2% | -8.7% | 0.2 | -7.6% | 5.2% | -1.1% | Cc1nnc(SCc2ccccn2)n(N)c1=O
-2.8% | -7.6% | -24.8% | -6.0% | -1.0% | -0.3 | 2.9% | -12.8% | -4.5% | Cc1c(/C=C(\C#N)C(=O)NCc2ccccc2)cc(C#N)n1C
-3.7% | 21.7% | 35.7%[activator] | u | -3.0% | -0.8 | 15.6% | -11.8% | 0.4% | O=[N+]([O-])c1cc(Cl)ccc1N1CCCCC1
-10.9% | 4.6% | 8.8% | -23.1% | -15.1% | -1.3 | -5.1% | 453.1%[activator] | 20.1% | CC(C)COc1ccc(C(=O)N/N=C/c2ccoc2)cc1
x | x | u | x | -17.3% | x | 0.5% | 0.0% | x | Cc1ccccc1-c1nnc(SCC(=O)Nc2c(C)n(C)n(-c3ccccc3)c2=O)o1
-6.1% | 16.0% | 15.8% | 4.0% | -8.9% | x | -4.7% | 0.0% | 5.1% | Cc1ccc(S(=O)(=O)c2c(C)cc(-c3ccccc3)[nH]c2=O)cc1
-10.2% | 14.3% | -6.5% | 3.8% | -4.2% | 0.9 | x | u | 11.2% | Cc1cc(=O)n(C)c(=O)n1CCCCCCN1CCCC1
x | x | 21.4% | x | 1.6% | x | 6.7% | 0.1% | x | CN(C(=O)c1cccc(NC(=O)Cc2ccc(NC(=O)C3CCCN(C(=O)CCc4ccccc4)C3)cc2)c1)C1CCCCC1 (stereo not drawn)
-1.6% | -0.8% | 10.2% | -19.2% | -6.7% | 0.0 | 11.6% | 0.0% | -5.4% | O=C(CCN1C(=O)C2(OCCO2)c2ccccc21)c1ccccc1
x | x | 85.8%[activator] | x | -13.7% | 0.4 | 2.0% | 16.0% | 5.3% | O=C(Nc1ccncc1)c1cc(S(=O)(=O)N2CCOCC2)ccc1Cl
-0.2% | 7.7% | 31.7%[activator] | -16.4% | -13.6% | -0.3 | -5.2% | 8.5% | -2.5% | CC(=O)N1CCN=C1SCc1ccccc1F
1.2% | -6.7% | u | -2.4% | 4.5% | -0.1 | -9.4% | -4.3% | 7.9% | CCOC(=O)c1ccsc1NC(=O)c1ccco1
-1.8% | -2.0% | 44.8%[activator] | 3.5% | -2.8% | 0.5 | -12.7% | -5.4% | 33.1% | Cc1[nH]c(=O)[nH]c(=O)c1S(=O)(=O)Nc1ccc(F)cc1Cl
-2.1% | -1.2% | 33.8%[activator] | -10.8% | 2.5% | 0.3 | -0.7% | i | 49.3% | CCOc1ccc2oc(C(=O)N3CC(C)OC(C)C3)c(C)c2c1 (stereo not drawn)
-8.7% | -0.2% | -16.8% | u | -0.2% | 0.8 | -4.9% | -10.7% | x | CCOC(=O)c1ccc2c(c1)N(Cc1cccc(OC)c1)C(=O)c1ccccc1S2(=O)=O
-3.6% | 30.2% | -2.1% | -4.6% | 4.8% | -0.2 | 9.2% | -12.2% | x | CCCCOc1ccc(C2c3c(oc4ccccc4c3=O)C(=O)N2c2nc(C)c(C(=O)OCC)s2)cc1OC (stereo not drawn)
0.0% | 0.9% | 9.4% | 0.6% | -15.7% | -0.6 | -3.7% | 2.5% | 3.3% | Cc1cc(C)c(OCC(=O)Nc2cc(C(=O)O)cc(C(=O)O)c2)cc1C
-3.8% | -0.2% | u | -7.6% | -3.9% | 0.0 | -8.4% | u | 10.5% | CC(=O)/C=C/c1ccc2ccccc2n1
2.1% | 5.0% | 6.1% | -12.8% | -3.3% | -0.5 | 5.8% | 4.2% | -1.0% | O=C(CCC(=O)N(c1cccc(F)c1)C(C(=O)NC1CCCC1)c1ccncc1)Nc1cccnc1 (stereo not drawn)
1.3% | -20.4% | 9.3% | 7.3% | -0.2% | 0.2 | -16.7% | -3.3% | 2.4% | Cn1c(=O)c2c(nc(NCC3CCCO3)n2C)n(C)c1=O (stereo not drawn)
-5.6% | 3.6% | 85.4%[activator] | 0.7% | -9.0% | -0.3 | -2.4% | -24.5% | -4.0% | CCOC(=O)C1=NOC2C(=O)N(c3ccc(Cl)cc3Cl)C(=O)C12 (stereo not drawn)
-3.5% | u | u | u | -30.7% | 0.0 | 3.6% | u | 10.5% | O=C1NC(=Nc2ccccc2Cl)S/C1=C\c1cccc([N+](=O)[O-])c1O
-1.6% | 0.5% | x | -3.9% | x | -0.2 | x | -13.1% | 0.0% | CCOC(=O)c1c(N)c(C#N)nn1-c1ccccc1C(=O)OC
-5.1% | -5.4% | 9.0% | -12.5% | -5.6% | 0.0 | 2.0% | 13.3% | -1.4% | Cc1cccc(CC2CC(=O)N(c3nc4ccccc4s3)C2=O)c1 (stereo not drawn)
-5.8% | -6.9% | 6.5% | -11.6% | -4.1% | 0.3 | 1.9% | -12.2% | x | CN1CCN(C(CNC(=O)C(=O)Nc2ccc(Cl)cc2)c2cccnc2)CC1 (stereo not drawn)

Of the compounds above, 3 have a cyano group:
BLM helicase inh | Pol beta inh | Pol iota inh | Apoferritin bind | POLK inh | TRHR agonist | ERG-DNA inh | 12-LOX inh | APEX1 inh | Molecule
-2.4% | -5.7% | -36.4% | -21.2% | -11.4% | -0.1 | -5.9% | 0.1% | -8.1% | Cn1cccc1C(C#N)c1cccc(F)c1C#N (stereo not drawn)
-2.8% | -7.6% | -24.8% | -6.0% | -1.0% | -0.3 | 2.9% | -12.8% | -4.5% | Cc1c(/C=C(\C#N)C(=O)NCc2ccccc2)cc(C#N)n1C
-1.6% | 0.5% | x | -3.9% | x | -0.2 | x | -13.1% | 0.0% | CCOC(=O)c1c(N)c(C#N)nn1-c1ccccc1C(=O)OC

Next section:
BLM helicase inh | Pol beta inh | Pol iota inh | Apoferritin bind | POLK inh | TRHR agonist | ERG-DNA inh | 12-LOX inh | APEX1 inh | Molecule
1.1% | 26.7% | 19.1% | -2.1% | 0.8% | -0.1 | 4.0% | x | 15.9% | COc1ccc(CC(=O)N2CCc3cc(OC)c(OC)cc3C2C)c(OC)c1 (stereo not drawn)
-3.7% | 15.4% | 41.9%[activator] | 7.2% | 15.2% | 1.3 | 1.2% | -16.0% | 57.8%[activator] | Cc1c(CCC(=O)O)c(=O)oc2cc(OCc3ccc(Br)cc3)ccc12
-1.1% | 12.6% | 22.8% | 0.3% | -3.2% | -0.5 | 3.7% | 0.0% | 14.6% | Cc1ccc(CNS(=O)(=O)c2cn(C)c(=O)n(C)c2=O)cc1
3.9% | 40.9% | 4.0% | -9.1% | 6.2% | 0.0 | 12.4% | u | 10.0% | Oc1ccccc1C(=S)N1CCCC1
-2.8% | 6.5% | 11.8% | -5.4% | -13.6% | -0.1 | -7.5% | 1.2% | -22.9% | COc1ccc(CNC(=O)C2CCN(S(=O)(=O)c3ccc4c(c3)N(C(C)=O)CCO4)CC2)cc1
2.0% | -19.5% | 1.2% | 5.9% | -18.9% | 0.2 | -5.4% | -1.9% | 33.9%[activator] | Cn1cc(Br)c(C(=O)Nc2c(F)c(F)c(F)c(F)c2F)n1
-4.6% | 3.5% | 6.1% | -14.8% | -8.9% | -0.9 | 1.2% | -3.4% | 0.4% | Cc1cc(C)c(OCC(=O)N/N=C/c2ccco2)c(C)c1
x | x | 4.5% | x | -0.3% | x | 0.5% | u | 37.7% | COc1ccc2[nH]c3c(c2c1)CCN1C(=O)C(CC(=O)NCCC2=CCCCC2)C[C@H](C(=O)N2CCCCC2)[C@@]31CCc1ccccc1 (stereo partly drawn)
-5.7% | 2.2% | -3.4% | -11.5% | 2.5% | -1.0 | 4.1% | -0.1% | -0.7% | CCN(C)Cc1c(C(=O)N2CCc3ccccc3C2)nc2ccc(Cl)cn12

These rows are one share of the data. The share of hits here may be higher or lower than overall.
